Screens deposited in PubChem BioAssay by Sanford-Burnham Center for Chemical Genomics.
APOBEC3A inh – blocks human APOBEC3A ssDNA deamination | 0.41% of 330,000 active | recombinant A3A, FAM/TAMRA ssDNA deamination fluorescence | inhibition, % at 20 µM | AID 493011;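 active means at least 40% inhibition at 20 µM here, with at most 30% in a related deaminase screen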;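 further: plate controls were A3A with DMSO for no effect and wells lacking A3A enzyme for full effect; some results filed as inactive read as strong as hits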
Target sequence (P31941 whole entry, looked up): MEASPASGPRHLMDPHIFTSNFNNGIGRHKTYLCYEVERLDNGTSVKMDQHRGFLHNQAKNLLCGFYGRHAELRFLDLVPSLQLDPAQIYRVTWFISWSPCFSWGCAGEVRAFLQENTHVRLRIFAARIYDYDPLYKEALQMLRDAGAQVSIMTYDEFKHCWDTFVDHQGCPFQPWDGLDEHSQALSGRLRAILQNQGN
mIAP block – blocks mouse intestinal alkaline phosphatase. purified mouse IAP, CDP-Star luminescence, 30 min. 0.2% of 330,000 active. inhibition, % at 10 µM. AID 2806;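 active means inhibition of at least 40% at 10 µM in the primary screen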;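 further: plate controls were DMSO with enzyme for no effect and no enzyme wells for full effect; values of inactives mirror those of a sister screen read the other way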
NLRP3 yeast inh – inhibitors of NALP3 inflammasome in yeast; Yeast reconstituted NLRP3/ASC/caspase-1, beta-gal luminescence, 24 h; inhibition, % at 10 µM; 0.39% of 330,000 active; AID 2825;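 active means inhibition of 50% or more; inactive means inhibition below 50%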;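 further: plate controls were induced DMSO wells for no effect and uninduced yeast grown without galactose for full effect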
beta cell repl – induces beta-cell replication in MIN6 cells; MIN6 cells proliferation, ATPlite luminescence, 48 h; cells starved in 0.2% serum; 100% = growth in 10% serum; proliferation, % at 10 µM; 0.29% of 330,000 active;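 active means compounds whose signal lies at least 3.5 SD above the mean of all wells on their plate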;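 further: 0% = DMSO-treated cells in low-serum medium and 100% = 10% serum control; some compounds called inactive have numbers as strong as hits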
tim10-1 inh – growth inhibitors of tim10-1 mutant yeast; S. cerevisiae tim10-1 ts strain growth, BacTiter-Glo, 24 h; inhibition, % at 20 µM; 2.2% of 330,000 active; AID 463190;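 active means inhibition of at least 40%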;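 further: mutant grown at 25 °C; 0% = DMSO wells with yeast and 100% = wells holding no yeast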
TIM10 inh – TIM10 yeast growth inhibition. S. cerevisiae TIM10 strain growth, BacTiter-Glo luminescence, 24 h. inhibition, % at 10 µM. 1.4% of 330,000 active. AID 463195;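 active means inhibition of 40% or more at the single tested concentration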;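 further: wild-type TIM10 isogenic control strain grown at permissive 25 °C; 0% = DMSO yeast wells and 100% = minimal medium wells without yeast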
mIAP act – mouse IAP activation. activation factor at 10 µM. 0.24% of 330,000 active. muIAP, CDP-Star luminescence, 30 min; stronger effect = higher value; 1 = vehicle-only enzyme signal, 0 = enzyme-free wells;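 active means activation factor of at least 2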; further: the source names both 10 and 20 µM as test concentration; values of inactives mirror those of a sister screen read the other way
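Assay system: mouse IAP enzyme; Reagent: CDP-Star chemiluminescent phosphatase substrate; Compound: DMSO-dissolved test compounds; Incubation: 30 min, room temperature; Technique: luminescence from enzymatic CDP-Star hydrolysis; Controls: DMSO-only wells and no-enzyme negative control.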
APOBEC3G inh – blocks human APOBEC3G single-stranded DNA deamination; Q9HC16; recombinant A3G, ssDNA deamination FAM/TAMRA fluorescence; inhibition, % at 20 µM; 0.28% of 330,000 active;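 active means inhibition of at least 40% at 20 µM, with no more than 30% in the related APOBEC3A deaminase screen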;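 further: plate controls were DMSO wells with A3G for no effect and wells lacking A3G enzyme for full effect; some compounds called inactive have numbers as strong as hits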
hIAP block – blocks human intestinal alkaline phosphatase. purified IAP, CDP-Star luminescence, 30 min. inhibition, % at 10 µM. 0.12% of 330,000 active. AID 2544;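 active means inhibition reaching a set limit with compound at 10 µM in the primary screen, cut at about 35% in these data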;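 further: plate controls were DMSO wells with enzyme for no effect and no-enzyme buffer wells for full effect; values of inactives mirror those of a sister screen read the other way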
Target sequence (P09923 whole entry, looked up): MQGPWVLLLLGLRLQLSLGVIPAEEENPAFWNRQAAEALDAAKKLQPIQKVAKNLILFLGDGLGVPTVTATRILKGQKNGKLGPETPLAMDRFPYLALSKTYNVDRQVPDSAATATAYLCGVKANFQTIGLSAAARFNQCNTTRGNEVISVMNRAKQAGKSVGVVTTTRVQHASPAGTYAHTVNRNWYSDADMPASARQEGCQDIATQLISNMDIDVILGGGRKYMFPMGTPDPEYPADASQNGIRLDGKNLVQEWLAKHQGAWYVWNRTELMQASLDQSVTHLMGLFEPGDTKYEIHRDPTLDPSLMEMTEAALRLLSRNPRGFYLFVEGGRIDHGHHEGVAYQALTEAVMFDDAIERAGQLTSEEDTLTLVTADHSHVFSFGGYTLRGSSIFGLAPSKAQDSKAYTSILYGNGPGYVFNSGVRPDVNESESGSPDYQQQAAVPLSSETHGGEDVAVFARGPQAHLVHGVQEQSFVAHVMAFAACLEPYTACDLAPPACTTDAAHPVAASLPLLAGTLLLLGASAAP
Numbers without * were called inactive.

SMILES	APOBEC3A inh	mIAP block	NLRP3 yeast inh	beta cell repl	tim10-1 inh	TIM10 inh	mIAP act	APOBEC3G inh	hIAP block
COc1ccc(/C=C/CN2CCC(n3nccc3NC(=O)C3CCCC3)CC2)cc1	-6	-45	9	-2	-10	-8	1.5	-6	-109
COc1ccc(-c2nnn(CC(=O)N(CC(=O)NCCC(C)C)c3ccccc3)n2)cc1OC	1	-1	7	-2	12	-1	1	-3	6
Cc1nnc(SCC(=O)c2ccc(S(=O)(=O)N3CCOCC3)cc2)n1-c1ccccc1	-5	13	8	-1	14	10	0.87	-8	-7
Cc1ccc(C(=O)Nc2nc(C)c(C(=O)Nc3ccc4c(c3)CCC4)s2)cc1	-3	6	21	-5	-5	-1	0.94	-8	4
CCOc1ccc(N2CC(C(=O)Nc3ccccc3N3CCCC3)CC2=O)cc1 (stereo not drawn)	-2	6	15	-2	15	11	0.94	-6	-29
O=C1OC[C@@H]2CCCN2C(=O)[C@H](CC(=O)N(CCO)Cc2ccccc2)C/C=C\CC[C@@H]1Cc1ccc(F)cc1	-1	-8	6	-3	21	1	1.1	-6	-7
COc1cccc(NC(=O)COc2ccc(S(=O)(=O)NC(C)C)cc2)c1	2	-13	17	-1	13	3	1.1	3	17
Cc1nnc(C)c2c(C)n(C(c3ccccc3)c3ccccc3)c(C)c12	-2	9	-16	-5	23	12	0.91	-9	10
COc1cc(/C=N/N2CCN(C3c4ccccc4-c4ccccc43)CC2)cc(OC)c1O	1	2	13	-5	13	22	0.98	5	-2
Cc1ccccc1NC(=O)CCC(=O)N/N=C/c1cc([N+](=O)[O-])ccc1O	-3	26	15	0	28	13	0.74	-5	-30
COc1cc(C(C)=O)ccc1OCC(=O)NCCCn1nc(C)cc1C	-1	-7	15	-1	3	-1	1.1	-1	11
COC(=O)C1C(c2ccccc2)C=CC(c2ccccc2)C1C(=O)O (stereo not drawn)	0	3	-2	-2	-4	1	0.97	-7	-7
CC(=O)OC1COC(N2CCc3ccccc32)C(OC(C)=O)C1OC(C)=O (stereo not drawn)	11	2	-8	-2	8	5	0.98	2	-9
CC(=O)NCCC(=O)Nc1cc(F)ccc1C	-1	-2	4	-1	3	4	1	-8	17
COc1cc(OC)cc(C(=O)NCc2n[nH]c(=S)n2-c2ccccc2)c1	-2	-2	16	-3	0	3	1	35	-8
COc1ccc(-c2cn3c(n2)CCC3)cc1	-3	0	13	0	0	6	1	-2	8
Cc1cc(C(=O)OCC(=O)NC2CCCCC2C)c2ccccc2n1 (stereo not drawn)	-5	2	13	3	17	13	0.98	-5	2
CN(CCC#N)C(=O)COC(=O)c1ccccc1OCc1ccccc1Cl	1	-1	16	1	21	-12	1	-3	6
CN(C)S(=O)(=O)c1ccc(N2CCCC2)c(C(=O)N2CCN(S(=O)(=O)c3ccccc3F)CC2)c1	-1	-3	4	7	-3	6	1	-5	0
CCOC(=O)N1CCN(C(=O)CN(Cc2ccccc2)S(C)(=O)=O)CC1	-1	-3	-6	0	2	6	1	-5	16
COC(=O)c1cccc(N2CCCC2=O)c1	-6	-18	-17	0	-11	3	1.2	-5	-7
O=C(COC(=O)/C=C/c1ccc([N+](=O)[O-])cc1)NCc1cccs1	-3	-1	-10	5	5	-2	1	-6	4
CCNC(=O)N(C)C[C@H]1N[C@@](CC)(C(=O)OC)[C@H]2C(=O)N(C)C(=O)[C@@H]12	1	7	7	-2	5	10	0.93	3	4
Cc1cc(C)cc(NC(=O)CSc2nnc(-c3ccncc3)o2)c1	-1	4	9	0	-1	-12	0.96	-5	-14
O=c1c(Cc2c(F)cccc2Cl)c(O)ccn1C1CC1	-9	3	-6	-3	2	5	0.97	-21	2
CCOC(=O)c1noc(C)c1C(=O)Nc1nc(C)cc(C)n1	-1	2	-5	1	-4	6	0.98	-4	5
O=C(COC(=O)Cc1c(Cl)cccc1Cl)NCC1CCCO1 (stereo not drawn)	1	0	2	-2	11	-9	1	-10	-6
Cc1cc(NCc2ccco2)n2ncnc2n1	-4	-2	6	0	11	3	1	-9	-1
CC(=O)N1CCN(c2nc(N)c(C#N)c(CC#N)c2C#N)CC1	0	1	-7	2	2	-7	0.99	-5	10
Cc1ccc(C2C(C#N)=C(N)OC3=C2C(=O)CC(C)(C)C3)s1 (stereo not drawn)	1	9	2	1	8	11	0.91	-3	-3

3 compounds already listed, ordered by molecular weight, lowest first.
SMILES	APOBEC3A inh	mIAP block	NLRP3 yeast inh	beta cell repl	tim10-1 inh	TIM10 inh	mIAP act	APOBEC3G inh	hIAP block
COC(=O)C1C(c2ccccc2)C=CC(c2ccccc2)C1C(=O)O (stereo not drawn)	0	3	-2	-2	-4	1	0.97	-7	-7
Cc1cc(C(=O)OCC(=O)NC2CCCCC2C)c2ccccc2n1 (stereo not drawn)	-5	2	13	3	17	13	0.98	-5	2
CN(C)S(=O)(=O)c1ccc(N2CCCC2)c(C(=O)N2CCN(S(=O)(=O)c3ccccc3F)CC2)c1	-1	-3	4	7	-3	6	1	-5	0

(continued)
SMILES	APOBEC3A inh	mIAP block	NLRP3 yeast inh	beta cell repl	tim10-1 inh	TIM10 inh	mIAP act	APOBEC3G inh	hIAP block
CC(C)(C)c1ccc(S(=O)(=O)NNC(=O)c2cc3ccccc3[nH]2)cc1	-4	8	18	-4	5	1	0.92	-6	10
CCCC1=C(C(=O)OCC)C(/C=C/c2ccccc2)n2ncnc2N1 (stereo not drawn)	-9	-9	19	-3	14	25	1.1	-6	-6
COc1ccccc1CN1CCNC(=O)C1CC(=O)O (stereo not drawn)	-2	5	13	-4	-10	4	0.95	-4	10
CCc1cc(C(=O)N2CCOCC2)c(NC2=NS(=O)(=O)c3ccccc32)s1	-3	17	7	-2	8	3	0.83	-4	12
CCOC(=O)C1=C(CSc2nc(C)cc(C)c2C#N)OC(N)=C(C#N)C1c1ccccc1 (stereo not drawn)	-3	4	-12	-3	31	5	0.96	-5	-10
N#Cc1c(N(CCO)CCO)nc(N)c2c(N)nc3c(c12)CC(=O)N3CC1CCCO1 (stereo not drawn)	1	-4	14	-2	-7	11	1	-1	6
COc1ccc(N2CCN(C(=O)c3ccc(NS(=O)(=O)c4ccccc4)cc3)CC2)cc1	-3	0	12	0	4	1	1	-1	-2
O=C(CCn1ccc([N+](=O)[O-])n1)Nc1nccs1	5	-4	13	-1	22	14	1	-1	7
COc1cc(/C=C2/C(=N)N3N=C(CC(=O)N4CCOCC4)SC3=NC2=O)ccc1OCc1ccccc1	2	7	-1	-4	7	5	0.93	3	0
CCCN1C(=O)/C(=C/c2ccc(C)o2)SC1=Nc1ccc(OCC)cc1	1	12	25	-3	-2	0	0.88	9	9
CCCNC(=O)C(CC)NS(=O)(=O)c1ccc(OC)cc1 (stereo not drawn)	-1	-6	7	2	1	1	1.1	-6	-5
O=C(Cc1ccccc1)NC(=S)Nc1ccc(N2CCCCC2)cc1	-4	1	17	-6	39	40*	0.99	-6	12
Cc1cc(Cl)ccc1OCC(=O)NNC(=O)C1CCN(c2ncnc3sc(C)c(C)c23)CC1	-3	4	6	-7	8	18	0.96	-2	-39
CC(=O)Nc1ccc(S(=O)(=O)N2CCSC2c2ccc(Cl)cc2)cc1 (stereo not drawn)	0	9	25	-1	53*	40*	0.91	-3	14
Cc1cc(=O)[nH]c(S/C=C/c2ccccc2)n1	-1	-1	21	-5	2	14	1	-7	-11
O=C1NN(c2ccccc2)C(=O)/C1=C\c1cccn1-c1ccc(Cl)c([N+](=O)[O-])c1	0	7	-5	0	15	22	0.93	0	4
Cc1cc(=O)nc2c3ccccc3n(CC(=O)NC3CCCCC3)n12	3	-4	4	0	-25	-6	1	1	-7
CCN(CC)CCn1c2c(c(SCC(=O)Nc3cc(C)cc(C)c3)nc1=O)CCC2	-2	7	20	2	-15	4	0.93	-8	3
O=C(CCCC(=O)OCC(=O)c1cccs1)Nc1ccc(F)cc1	-2	0	4	-1	14	13	1	-4	-1
CCOC(=O)c1ccc(NC(=O)c2ccc(NC(=O)c3ccccc3)cc2)cc1	-5	-2	1	0	12	6	1	-9	12
Cc1cc(NC(=O)c2cccs2)ncc1NC(=O)C(C)(C)C	-6	4	12	-3	-5	-4	0.96	-8	6
O=C(O)CCC(=O)N1CCC(n2nnc3cc(C(F)(F)F)ccc32)CC1	0	0	-1	-1	-5	6	1	-1	-4
CC(Cc1cnccn1)NC(=O)c1cc(COc2ccc(F)cc2F)on1 (stereo not drawn)	-1	0	-3	-3	16	-4	1	-3	-17
CCc1c(C)nc(SCC(=O)N2C(C)CCCC2C)[nH]c1=O (stereo not drawn)	-2	-6	7	2	29	-8	1.1	-5	7
CCOc1ccc(N(CC(=O)Nc2ccccc2Cl)S(C)(=O)=O)cc1	1	-1	10	-3	-14	-9	1	1	0
CC(C)CCN1CC(C(=O)NCc2ccc(F)cc2)CC1=O (stereo not drawn)	-2	-13	-7	-4	15	-9	1.1	3	-10
O=C(C1=C[C@@H](C2CC2)C[C@@H](OCc2ccc(CO)cc2)O1)N1CCN(Cc2ccccc2)CC1	-7	-11	-1	-3	13	2	1.1	-6	-5
O=C(CCn1c(=S)[nH]c2cc3c(cc2c1=O)OCO3)NCc1cccc(Cl)c1	-5	3	7	2	-6	-6	0.97	-5	-16
Cc1ccc(S(=O)(=O)N[C@@H](Cc2ccccc2)C(=O)N2CCC[C@@H]2C(=O)O)cc1	-5	6	25	-1	-13	13	0.94	-9	1
CCOc1ccccc1C1C(C(=O)OC)=C(N)OC2=C1C(=O)CCC2 (stereo not drawn)	-5	2	3	0	24	25	0.98	-6	4
CCN(CC)CCn1c(=N)n(CC(O)c2ccco2)c2ccccc21 (stereo not drawn)	2	2	2	-1	9	-12	0.98	-3	-15
Cc1ccc(CN(c2ccc(C(=O)NCc3ccccn3)cc2)S(C)(=O)=O)cc1	4	-1	4	1	12	-14	1	-2	-3
COc1ccccc1N1CCN(S(=O)(=O)c2cc3[nH]c(=O)c(=O)[nH]c3cc2C)CC1	-1	-2	-7	-1	3	16	1	0	1
CC(=O)COc1ccc2c(-c3ccccc3)cc(=O)oc2c1	3	1	24	-1	-14	11	0.99	1	1
O=C(CP(=O)(c1ccccc1)c1ccccc1)N/N=C/c1cc(Br)cc(Br)c1O	1	11	10	0	21	18	0.89	1	-72
COc1ccc(C2CC(c3ccc(F)cc3)=NN2c2ccccc2)cc1OC (stereo not drawn)	-1	2	18	-4	7	2	0.98	-2	14
COc1cccc(NC(=O)CN(C)C(=O)CCSc2ccc(C)cc2)c1	-1	-8	5	-4	25	-1	1.1	-7	3
CC(C)C12CN3CC(C(C)C)(CN(C1)C3(C)C)C2=O	-2	3	25	-1	12	12	0.97	-6	3
Cc1ccc(NC(=O)C(C)N2C(=O)c3ccccc3C2=O)cc1C (stereo not drawn)	7	1	16	0	-3	8	0.99	-2	-6
O=C(C[n+]1cccc(CNC(=O)c2ccc(OC(F)F)cc2)c1)Nc1ccccc1Cl	3	0	12	2	7	-14	1	-2	5
CCC(CC)NC(=O)COC(=O)c1ccc(OCc2ccc(C(C)=O)cc2OC)c(OC)c1	-2	5	3	0	15	15	0.95	-9	-5
Cc1cccc(C)c1NC(=O)NC1CC2CCC(C1)N2Cc1cccs1 (stereo not drawn)	-5	-6	6	0	-12	-10	1.1	-6	-1
CCOc1ccc(CC(=O)N2CCN=C2SC)cc1	1	7	5	-2	5	-5	0.93	-2	3
CC1CCN(Cc2nnnn2CCCC(=O)N(C)C2CCOC2)CC1 (stereo not drawn)	-5	-4	3	-3	11	8	1	-7	-16
